From PubChem BioAssay
MITF primary = inhibitors of human MITF | AlphaScreen MITF homodimerization, bead proximity signal | AID 1259374 | hit rate 0.91% among 650,000 | inhibition, % at 2.6 µM; in the data active = inhibition above about 50%;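 also: 0% = vehicle wells with protein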
Target sequence (O75030 whole entry, looked up): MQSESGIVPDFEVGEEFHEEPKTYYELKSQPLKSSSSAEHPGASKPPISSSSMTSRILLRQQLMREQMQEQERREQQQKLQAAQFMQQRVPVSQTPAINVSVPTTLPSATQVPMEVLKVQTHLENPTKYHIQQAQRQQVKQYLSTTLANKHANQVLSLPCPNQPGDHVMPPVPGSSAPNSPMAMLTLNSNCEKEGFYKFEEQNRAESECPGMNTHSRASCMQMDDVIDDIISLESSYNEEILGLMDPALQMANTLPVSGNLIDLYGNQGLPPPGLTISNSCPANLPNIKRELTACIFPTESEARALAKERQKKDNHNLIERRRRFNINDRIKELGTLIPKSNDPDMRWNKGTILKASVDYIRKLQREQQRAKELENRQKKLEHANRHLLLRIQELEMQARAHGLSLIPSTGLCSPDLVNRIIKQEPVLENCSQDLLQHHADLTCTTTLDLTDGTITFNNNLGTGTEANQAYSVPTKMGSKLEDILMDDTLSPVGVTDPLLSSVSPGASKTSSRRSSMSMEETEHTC
GPR151 ag = activates the human receptor GPR151; PathHunter beta-arrestin GPR151 cells, luminescence; activation, % at 11.2 µM; hit rate 1% among 650,000; AID 1508602; in the data active = activation above about 4.9%;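 also: 0% = median of compound wells and 100% = cells with positive control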
Target sequence (Q8TDV0 whole entry, looked up): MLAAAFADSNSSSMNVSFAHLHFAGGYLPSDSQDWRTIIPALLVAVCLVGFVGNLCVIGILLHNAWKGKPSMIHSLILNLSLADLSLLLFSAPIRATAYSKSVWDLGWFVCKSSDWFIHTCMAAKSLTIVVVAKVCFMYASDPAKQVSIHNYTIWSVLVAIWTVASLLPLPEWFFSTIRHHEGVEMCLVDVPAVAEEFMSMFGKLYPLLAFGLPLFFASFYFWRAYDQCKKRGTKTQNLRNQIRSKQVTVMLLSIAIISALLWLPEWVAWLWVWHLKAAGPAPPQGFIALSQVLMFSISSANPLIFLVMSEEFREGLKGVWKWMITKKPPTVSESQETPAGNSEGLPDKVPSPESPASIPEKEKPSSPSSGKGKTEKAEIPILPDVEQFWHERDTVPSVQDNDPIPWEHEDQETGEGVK
FBW7 activator = activators of human E3 ligase FBW7. Q969H0. AlphaScreen FBW7–phospho-cyclin E peptide binding, activator screen. hit rate 0.13% among 650,000. normalized activity (activation), % at 26.1 µM; in the data active = normalized activity above about 1.9%;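 also: purified mutant Fbw7 with reduced substrate affinity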
TEAD-YAP inh = TEAD-YAP interaction inhibition; HEK-TIYL cells, TEAD-Gal4/YAP UAS-luciferase luminescence; inhibition, % at 9.12 µM; hit rate 1.4% among 640,000; AID 1259422; in the data active = inhibition above about 32%;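 also: 0% = median of test compound wells and 100% = reference inhibitor wells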
Active calls of the source: *; & = joins results of further samples.

item | molecule | MITF primary | FBW7 activator
1 | CCOC(=O)C1CCN(Cc2cc(Br)cs2)CC1 | 25 | -0.1
2 | CCn1ccc(C(=O)Nc2ccc(OC)c3ccccc23)n1 | -9 | -0.1
3 | COc1cccc(C(CC(=O)NCCC2=CCCCC2)NS(=O)(=O)c2ccc(F)cc2)c1OC (stereo not drawn) | 1 | 0.0
4 | NC(=O)CC(NC(=S)NCc1ccccc1)C(=O)O (stereo not drawn) | -52&7 | -0.1&0.2
5 | CCOC(=O)CSc1nc2ccccc2c(=O)n1CC1CCC(C(=O)NCCc2ccccc2)CC1 (stereo not drawn) | -1 | 0.1
6 | COc1ccc(OC)c(C(=O)c2coc3ccc(O)cc23)c1 | -6 | 0.0
7 | CC(C)N(C(=O)CSc1nc2sc3c(c2c(=O)n1-c1ccccc1)CCCC3)c1ccccc1 | 13 | 0.1
8 | CCOc1ccccc1Oc1coc2cc(OC(=O)c3ccco3)ccc2c1=O | -4 | 0.0
9 | C=CCn1c(=O)c2c(nc3n(-c4ccc(C)cc4)c(C)c(C)n23)n(C)c1=O | 1 | 0.1
10 | CCCNS(=O)(=O)c1ccc(OCC(=O)Nc2ccccc2F)cc1 | -48 | 0.1

item | TEAD-YAP inh | GPR151 ag
1 | 0 | 0.8
2 | -8 | 0.4
3 | 1 | 1.1
4 | 3&5 | 0.4&0.2
5 | -3 | 0.0
6 | -8 | -0.2
7 | 3 | -1.8
8 | -8 | -0.7
9 | 8 | 0.6
10 | -3 | 0.5

Entries of single compounds, looked up by structure. Order of values: MITF primary, FBW7 activator, TEAD-YAP inh, GPR151 ag
CCOc1ccccc1Oc1coc2cc(OC(=O)c3ccco3)ccc2c1=O in the list: -4, 0.0, -8, -0.7
COc1ccc(OC)c(C(=O)c2coc3ccc(O)cc23)c1 in the list: -6, 0.0, -8, -0.2

Next section
item | molecule | MITF primary | FBW7 activator
11 | CCOc1ccccc1N1C(=O)C2C3c4ccccc4C(C=O)(c4ccccc43)C2C1=O (stereo not drawn) | -4 | 0.6
12 | O=C1CCCN1CCn1cnc2c(Nc3ccccc3)nc(Nc3cnccn3)nc21 | 9 | 0.3
13 | CC1CCN(C(=O)Cn2c(=O)c(C(F)(F)F)nc3ccccc32)CC1 | 8 | 0.2
14 | O=C(Nc1ccc(N2CCOCC2)cc1N1CCOCC1)c1ccc([N+](=O)[O-])cc1Cl | -4 | -0.1
15 | COc1ccc(S(=O)(=O)N(C)C)c2cccnc12 | 0 | -0.1
16 | C/C(CC(=O)NC(C)C)=N\NC(=O)c1ccc(O)cc1O | 10 | 0.1
17 | CC1CCN(Cc2nnnn2CC(=O)NCc2scnc2-c2ccccc2)CC1 | 13 | 0.4
18 | COc1cccc(/C=C(\C#N)C(=O)NC2CCS(=O)(=O)C2)c1 (stereo not drawn) | -2 | 0.2
19 | CCc1ccccc1NS(=O)(=O)c1cc2c3c(c1)CC(=O)N3CCC2 | 10 | 0.0
20 | COc1ccc(N2C(=O)CC(NCCN3CCOCC3)C2=O)cc1 (stereo not drawn) | 3 | -0.4

item | TEAD-YAP inh | GPR151 ag
11 | 26 | 0.6
12 | 0 | -1.7
13 | -12 | -0.2
14 | -5 | 1.6
15 | -24 | -2.7
16 | 28 | 3.4
17 | 5 | 0.1
18 | -3 | 1.7
19 | -1 | -0.1
20 | -2 | 0.6

Remaining list, next part
item | molecule | MITF primary | FBW7 activator
21 | O=C(CCC1(Cc2ccccc2)CCC(=O)N1)NCc1cccs1 (stereo not drawn) | 15 | 0.3
22 | COCCn1c(SCC(=O)Nc2ccc3[nH]c(=O)[nH]c3c2)nc2ccccc21 | 8 | 0.1
23 | Cc1cccc(NC(=O)COc2ccc(Br)cc2Cl)n1 | 14 | 0.1
24 | COc1cccc(-c2cnc3ccc(NCc4ccc(F)cc4)nn23)c1 | 21 | 0.0
25 | CCCOC(=O)CCCC[C@H]1SC[C@@H](NC(=O)OC)[C@H]1NC(=O)OC | -3 | 0.0
26 | Oc1ccccc1N1CCN(c2ncccn2)CC1 | 4 | -0.2
27 | CCOC(=O)c1c(-c2ccccc2)oc2ccc(N(C(C)=O)S(=O)(=O)c3ccc(C)cc3)cc12 | -13 | 0.1
28 | CC(C)(C)c1ccc(OCC(=O)N2CCCC2)c(Br)c1 | 21 | 1.1
29 | Cc1ccc(NC(=O)C2C(c3ccccc3)=C2c2ccccc2)c(C)c1 | 4 | 0.2
30 | CC1=NN(c2cccc(Br)c2)C(=O)/C1=C\c1ccc(-c2ccc(Cl)c(C(=O)O)c2)o1 | 17 | 0.1

item | TEAD-YAP inh | GPR151 ag
21 | -46 | -0.9
22 | 7 | -1.3
23 | -23 | -0.2
24 | -2 | 0.6
25 | 6 | -0.3
26 | 8 | -0.4
27 | 0 | 0.9
28 | -20 | 0.8
29 | 7 | -0.2
30 | 14 | -0.8

Going on with the list.
item | molecule | MITF primary | FBW7 activator
31 | CCOc1ccc(NC(=O)CNCCCN2CCCC2=O)cc1 | 49 | 0.0
32 | CC(=O)Nc1ccnn1C1CCN(Cc2ccc(-c3ccccc3)cc2)CC1 | 14 | 0.2
33 | CSCCNC(=O)CC1C(=O)NCCN1Cc1ccc(-c2ccccc2)cc1 (stereo not drawn) | 5 | -0.1
34 | COc1ccc(/C=C(/NC(=O)c2ccccc2)C(=O)NC(C)CC(=O)O)cc1 (stereo not drawn) | -2 | 0.0
35 | CC(=O)C12c3ccccc3C(c3ccccc31)C1C(=O)N(c3ccccc3C#N)C(=O)C12 (stereo not drawn) | 10 | 0.1
36 | Cc1cccc(N2C(=O)C(Cl)=C(N3CCOCC3)C2=O)c1 | 16 | 0.1
37 | CC(=O)c1c(C)nc(-c2ccc3c(c2)OCO3)n1O | 2 | -0.1
38 | CCOC(=O)c1c(NC(=O)c2cccc([N+](=O)[O-])c2C)sc2c1CCC2 | 11 | 0.1
39 | COC(=O)c1ccccc1NC1C=CC(=O)C1Nc1ccccc1C(=O)OC (stereo not drawn) | 5 | 0.1
40 | CN(C)c1ccc(CCNS(=O)(=O)c2cc(F)ccc2F)cc1 | 7 | -0.3

item | TEAD-YAP inh | GPR151 ag
31 | -1 | 1.3
32 | -17 | 0.2
33 | 12 | -1.7
34 | 4 | 0.8
35 | -5 | 0.3
36 | 3 | -0.5
37 | 0 | -0.7
38 | 0 | -0.4
39 | -18 | 2.3
40 | -14 | 0.4

Other records follow:
item | molecule | MITF primary | FBW7 activator
41 | COCC(=O)Nc1ccc(C(N)=O)cc1 | -7 | 0.0
42 | CC1=CC(C)(C)NC(=S)N1c1cccc2ccccc12 | 0 | -0.2
43 | N#Cc1nc(-c2ccc(F)cc2)oc1NC1CCCCC1 | -6 | -0.1
44 | CCOc1ccc(NC(=O)CSc2cn(C)c3ccccc23)cc1 | 0 | -0.1
45 | CC1CCCCN1S(=O)(=O)c1cccc(S(=O)(=O)N2CCOCC2)c1 (stereo not drawn) | -1 | -0.1
46 | Cc1cccc(OCc2nnc(NC(=O)C34CC5CC(CC(C5)C3)C4)s2)c1C | -5 | 0.1
47 | CCCCOc1ccc(C(=O)Nc2sc3c(c2C#N)CC(C)(C)NC3(C)C)cc1 | 9 | 0.1
48 | COc1ccc(Cl)cc1NC(=O)CCC(=O)Nc1cc(Cl)ccc1OC | -10 | -0.1
49 | CCCCOc1ccc(OC(=O)c2cncc(Br)c2)cc1 | -13 | -0.1
50 | O=C(Nc1ccc([N+](=O)[O-])cc1)c1cccc(S(=O)(=O)N2CCCCCC2)c1 | 2 | 0.0

item | TEAD-YAP inh | GPR151 ag
41 | -7 | 0.9
42 | 1 | 1.1
43 | -19 | 1.1
44 | -12 | 0.3
45 | 4 | -1.0
46 | -4 | 0.3
47 | -7 | -0.2
48 | 10 | 2.6
49 | -15 | -0.5
50 | 7 | 0.6

Gathered by group: the entries above containing two or more sulfur atoms
item | molecule | MITF primary | FBW7 activator
7 | CC(C)N(C(=O)CSc1nc2sc3c(c2c(=O)n1-c1ccccc1)CCCC3)c1ccccc1 | 13 | 0.1
45 | CC1CCCCN1S(=O)(=O)c1cccc(S(=O)(=O)N2CCOCC2)c1 (stereo not drawn) | -1 | -0.1

item | TEAD-YAP inh | GPR151 ag
7 | 3 | -1.8
45 | 4 | -1.0

Remaining list, next part
item | molecule | MITF primary | FBW7 activator
51 | O=C(Nc1cnc2cnc(-c3ccoc3)cn12)C1CCC1 | 9 | -0.2
52 | O=C(CCCc1ccccc1)NCCCS(=O)(=O)N1CCN(c2ccccc2F)CC1 | -5 | -0.1
53 | CCC(Oc1ccccc1)C(=O)Nc1cc(Cl)ccc1OC (stereo not drawn) | -9 | 0.1
54 | COc1cc(C)c(CSCC(=O)O)cc1OC | -12 | -0.1
55 | COc1ccc(/C=N\NC(=O)C2C(=O)NCC2c2ccccc2)c(O)c1 (stereo not drawn) | 16 | -0.4
56 | Cc1cccn2c(=O)c3cc(C(=O)Nc4ccc5c(c4)OCO5)n(C)c3nc12 | 22 | 0.1
57 | COc1ccc(NC(=S)N(Cc2ccc(Cl)cc2)CC2CCC(C(=O)O)CC2)cc1 (stereo not drawn) | 8 | 0.0
58 | O=C(NCC1CCCO1)c1ccc2c(c1)C(=O)N(N1C(=O)c3ccccc3C1=O)C2=O (stereo not drawn) | -2 | 0.0
59 | O=C(c1cccc(N2CCCC2=O)c1)N1CCN(c2ccc(F)cc2)CC1 | -7 | 0.0
60 | COC(=O)C1=CN(Cc2ccc(OC)c(OC)c2)C=C(C(=O)OC)C1c1ccccc1Br | -3 | 0.1

item | TEAD-YAP inh | GPR151 ag
51 | -5 | -0.5
52 | -5 | 0.8
53 | -6 | -0.5
54 | 3 | -0.8
55 | 4 | 0.7
56 | 3 | -0.2
57 | -5 | 0.7
58 | -1 | -0.6
59 | -21 | 0.1
60 | -12 | 1.7

Next part.
item | molecule | MITF primary | FBW7 activator
61 | CCCCCCSc1nc(-c2ccc(OC)cc2)cc(-c2ccc(OC)cc2)c1C#N | 14 | -0.1
62 | CC1CC(CCC(=O)NC(=S)Nc2ccc(S(N)(=O)=O)cc2)C(=O)O1 (stereo not drawn) | 16 | 0.1
63 | COc1cncc(-c2cnc(N)c(-c3cccc(N(C)C)c3)n2)c1 | 12 | 0.6
64 | CC1CCN(C(=O)C2CCN(Cc3ccccc3O)CC2)CC1 | 38 | 0.8
65 | COC(=O)C1=C(C)NC2=C(C(=O)c3ccccc32)C1c1ccc(-c2ccc([N+](=O)[O-])cc2Br)o1 (stereo not drawn) | 19 | 0.1
66 | O=C(Nc1cccc(C(F)(F)F)c1)c1cnn2c(C(F)(F)F)cc(-c3cccs3)nc12 | -10 | 0.0
67 | Cc1nc2sc(C(=O)c3cccc([N+](=O)[O-])c3)c(N)c2c(-c2ccco2)c1C(=O)Nc1ccc(Cl)cc1 | 2 | 0.0
68 | CCOC(=O)C1=C(CN2CCN(C3CCCCC3)CC2)NC(=O)NC1c1ccc(F)cc1 (stereo not drawn) | -9 | 0.1
69 | COC(=O)c1ccc2c(=O)n(CCc3ccc(S(N)(=O)=O)cc3)c(SCC(=O)C(C)(C)C)nc2c1 | 16 | 0.2
70 | CN(C(=O)CN1CCOCC1)c1c(N)n(Cc2ccccc2)c(=O)[nH]c1=O | 7 | -0.2

item | TEAD-YAP inh | GPR151 ag
61 | 7 | 0.1
62 | -5 | 3.4
63 | 3 | -1.9
64 | 3 | -1.0
65 | 6 | 0.8
66 | -1 | 0.7
67 | 0 | -1.0
68 | 5 | -0.4
69 | 9 | -1.8
70 | 4 | -1.3

(continued)
item | molecule | MITF primary | FBW7 activator
71 | C=CCn1c(SCC(=O)Nc2cccc(Cl)c2)nc2sc3c(c2c1=O)CCCC3 | -8 | 0.0
72 | COc1ccccc1NCC(=O)n1nc(C)cc1C | 6 | 0.2
73 | O=C(NCCO)/C(=C\c1ccccc1F)NC(=O)c1ccccc1 | 8 | -0.2
74 | Cc1ccn2c(=O)nc(SCc3cccc4ccccc34)nc2c1 | -13 | -0.2
75 | CN(C)S(=O)(=O)N1CCCCC1 | 15 | 0.8
76 | CCOc1cccc2c1N(C(=O)CN1C(=O)c3cccc4cccc(c34)C1=O)C(C)(C)c1ssc(=S)c1-2 | 17 | 0.1
77 | COc1ccc(Br)cc1CN(C)C1=NS(=O)(=O)c2ccccc21 | 21 | 0.2
78 | O=C(NCc1cccnc1)c1cc(Cl)ccc1[N+](=O)[O-] | -10 | -0.2
79 | COc1ccc(C)cc1NS(=O)(=O)c1ccc(SC)cc1 | 23 | -0.4
80 | Cn1ncc2c(NC3CCCCCC3)ncnc21 | 9 | 0.8

item | TEAD-YAP inh | GPR151 ag
71 | 4 | -0.3
72 | 6 | 0.5
73 | 8 | 0.1
74 | 9 | 0.9
75 | -1 | -1.0
76 | 5 | -0.7
77 | 0 | 2.2
78 | 15 | 0.1
79 | 8 | 0.0
80 | -16 | 0.1

The list goes on:
item | molecule | MITF primary | FBW7 activator
81 | COc1ccc(CNC(=O)c2oc(=O)c3ccccc3c2-c2ccc(C)cc2)cc1 | 8 | -0.1
82 | CC(NC(=O)CCS(=O)(=O)c1ccc2c(c1)OCC(=O)N2)c1ccc2c(c1)OCCO2 (stereo not drawn) | -2 | 0.0
83 | Cc1c(C(=O)N/N=C/c2ccc3c(c2)OCO3)nnn1-c1nonc1N | 16 | 0.3
84 | COCCN1CCN(c2c3c(nc4cc(-c5cccc(F)c5)nn24)CCC3)CC1 | -12 | -0.1
85 | Clc1ccc(N2CCN(Cc3c[nH]c4ncccc34)CC2)cc1 | 2&-13 | -0.1&0.0
86 | Cc1ccc2c(c1)N(CC(=O)N1CCC(O)CC1)C(=O)CO2 | 16 | -0.1

item | TEAD-YAP inh | GPR151 ag
81 | 1 | 0.3
82 | -2 | 1.1
83 | 15 | 1.4
84 | 2 | 0.2
85 | 2 | 0.7&-1.2
86 | 5 | 0.4
